Compound activity deposited in PubChem BioAssay by Fisher Drug Discovery Resource Center.
NPYLR7 agonist – activates Aedes aegypti NPYLR7 receptor | HEK293T NPYLR7/Galpha15, GCaMP6s calcium fluorescence | activation, % at 10 µM | 0.15% of 270,000 active; in the data active means activation above about 40%;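 further: 0% = vehicle and 100% = reference agonist at the receptor; some compounds past the cut are filed as inactive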
mcGAS lum – mouse cGAS inhibition by luminescence; AID 1259399; recombinant cGAS, Kinase-Glo ATP depletion luminescence; 0.15% of 160,000 active; inhibition, % at 12.5 µM; Q8C6L5;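 further: 0% = negative control wells and 100% = reference inhibitor with no enzyme activity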
hcGAS inh – human cGAS inhibition. Q8N884. recombinant h-cGAS, ATP depletion, Kinase-Glo luminescence. inhibition, % at 12.5 µM. 0.081% of 290,000 active. AID 1259398;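 further: 0% = vehicle reaction and 100% = reaction without DNA for no activity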
Target sequence (Q8N884 whole entry, looked up): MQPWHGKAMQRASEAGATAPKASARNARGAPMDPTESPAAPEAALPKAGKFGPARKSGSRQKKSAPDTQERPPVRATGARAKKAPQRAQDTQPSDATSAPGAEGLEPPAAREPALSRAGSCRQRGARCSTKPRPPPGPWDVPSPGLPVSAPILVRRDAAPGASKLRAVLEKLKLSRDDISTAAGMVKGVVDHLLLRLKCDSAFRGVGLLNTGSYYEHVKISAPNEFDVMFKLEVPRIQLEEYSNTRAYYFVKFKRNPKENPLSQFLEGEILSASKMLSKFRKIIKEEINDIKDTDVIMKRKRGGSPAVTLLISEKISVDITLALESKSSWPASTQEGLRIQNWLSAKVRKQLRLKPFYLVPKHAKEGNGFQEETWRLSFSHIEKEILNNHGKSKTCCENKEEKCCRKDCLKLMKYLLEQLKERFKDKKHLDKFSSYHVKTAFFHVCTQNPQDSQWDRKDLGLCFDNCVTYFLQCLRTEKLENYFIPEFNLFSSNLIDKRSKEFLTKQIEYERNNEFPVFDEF
* = called active by the depositor; · = not tested or not shown; & = joins results of further samples. Unless noted, no stated cut-off is given here; in the data, active means inhibition above about 40%; inactive means the rest.

1	Cc1ccc(SCc2csc(Cc3ccc(Cl)c(Cl)c3)n2)c(C)c1
2	COC(=O)c1ccc(F)cc1NCC(=O)Nc1cccc(C(=O)N(C)C)c1
3	O=C(O)CCCCc1cc2c(s1)CCCC(=O)N2
4	Cc1cc(C(=O)Nc2cc(-c3ccccc3)nn2-c2ccccc2)cc(Cl)n1
5	CCCS(=O)(=O)NCCc1csc2nc(-c3cccs3)nn12
6	Cc1cc(C)n(CC(C)NC(=O)CCc2nnc(CCc3ccccc3)o2)n1 (stereo unspecified)
7	O=S(=O)(CCCOc1ccc2c(c1)OCO2)N1CCCCCC1
8	CN(CC1CCCC1)C(=O)C(=O)Nc1cc(C(F)(F)F)c[nH]c1=O
9	NC(=O)Nc1ccc(I)cc1
10	CCC(CNC(=O)c1cnc(C)cn1)N1CCCC1 (stereo unspecified)
screen / no.	1	2	3	4	5	6	7	8	9	10
NPYLR7 agonist	-5	7	-3	-7	5	7	5	4	-2	-1
mcGAS lum	-4	·	1	-3	-8	-5	-10	·	·	·
hcGAS inh	-2	-1	-4	5	-2	-2	-9	-8	-1	-9

11	COc1ccc(-c2cc(C(=O)NCCN3CCCC3)c(C)n2-c2ccccc2)cc1
12	CN1CCN(c2ccc(NC(=O)c3c4c(nn3C3CCS(=O)(=O)C3)CCC4)cc2)CC1 (stereo unspecified)
13	Clc1ccc(-c2nc(NCc3ccco3)c3ccccc3n2)cc1
14	CCN1N=C(C)Cn2c1nc1c2c(=O)n(CCC(C)C)c(=O)n1C
15	COCCN(Cc1cc(NC(=O)NC(C)C)ccc1N(C)C)C(=O)Nc1cccc(F)c1
16	O=C(Cc1ccc([N+](=O)[O-])cc1)NN=Cc1ccc([N+](=O)[O-])o1
17	CCN1C(=O)N(C)C2C1N(C)C(=O)N2CC (stereo unspecified)
18	Brc1c(Br)c(Br)c2[nH]cnc2c1Br
19	Cc1cc(NCCC(C)C)n2nc(C)c(-c3ccccc3Cl)c2n1
20	CCCCSCc1cc(C(=O)N2C[C@H]3C[C@H](O)[C@@H](O)C[C@H]3C2)oc1C
screen / no.	11	12	13	14	15	16	17	18	19	20
NPYLR7 agonist	12	9	-2	9	27	-5	-1	4	3	·
mcGAS lum	-5	·	-6	-9	-5	-3	·	16	-5	-13
hcGAS inh	-9	-5	-4	-5	-9	-8	-6	19	-2	-7

21	O=C(Cn1cnc2ccccc21)N1CCCC(Nc2ccc3c(c2)OCCO3)C1 (stereo unspecified)
22	O=C1CCC2(CCN1)CCN(c1ncccc1Cl)CC2
23	CC(NC(=O)c1ccccc1N1CCC(NC(=O)c2ccc(Cl)cc2)CC1)c1ccccc1 (stereo unspecified)
24	CCOC(=O)c1ccc(OC2CC3CCC(C2)N3C(=O)c2ccc(CSc3ccccc3F)cc2)cc1 (stereo unspecified)
25	CCCCNC(=S)N1CCN(c2ccccc2OCC)CC1
26	O=c1c2ccccc2nc(Cc2cccc3ccccc23)n1CCc1ccc(F)cc1
27	CCC1=NN(C(=O)Cc2ccc([N+](=O)[O-])cc2)C(O)(C(F)(F)F)C1 (stereo unspecified)
28	COc1ccc(CN2CCN(Cc3cnc(N)nc3)CC2CCO)c(F)c1 (stereo unspecified)
29	COc1ccc(Cc2nc(CSCc3ccco3)cs2)cc1
30	CCSc1nnc(NC(=O)c2cccc(C(=O)OC)n2)s1
screen / no.	21	22	23	24	25	26	27	28	29	30
NPYLR7 agonist	3	16	3	25	-4	11	4	3	22	-1
mcGAS lum	·	·	-6	-6	-5	2	·	-2	-3	-6
hcGAS inh	3	-9	-7	-4	-3	5	-3	0	-2	-3

31	CC(C)(C)n1nc2c(c1NC(=O)Cc1ccccc1)CSC2
32	CCN(CC)c1nc(SC)ncc1CNCc1sccc1C
33	Cc1ccc(CNc2oc(-c3ccc(S(=O)(=O)N4CCCCCC4)cc3)nc2C#N)cc1
34	COc1ccc(S(=O)(=O)N(C)CCO)cc1N(C)S(=O)(=O)c1ccc(C)cc1
35	COCCN1CC(O)CN(C(=O)Cc2cccs2)CC1=O (stereo unspecified)
36	Cc1oc(-c2cccc(Cl)c2)nc1CSc1nc(-c2cccnc2)cc(=O)[nH]1
37	CCOC(=O)N1CCC(n2ccnc2-c2c(C)ccc3ncccc23)CC1
38	O=C(O)CN(CC(=O)O)Cc1cc2c(-c3ccccc3C(=O)O)c3cc(CN(CC(=O)O)CC(=O)O)c(=O)cc-3oc2cc1O
39	CC(C)CN(CC(=O)Nc1nc(CC(=O)NCCCN2CCOCC2)cs1)C(=O)C1CCCCC1
40	Cc1cc(C)cc(N(C)S(=O)(=O)c2ccc3c(c2)NC(=O)CO3)c1
screen / no.	31	32	33	34	35	36	37	38	39	40
NPYLR7 agonist	-3	2	0	-3	0	1	3	·	-6	4
mcGAS lum	-4	-6	-7	·	-4	7	-13	-1	-4	·
hcGAS inh	-2	-6	-8	1	-2	-1	-7	-3	-1	-3

41	O=C(Nc1ccc2c(c1)OC(F)(F)O2)NC1CCN(Cc2ccccc2)C1 (stereo unspecified)
42	O=C(c1ccno1)N1CCN(c2nccc(-c3ccc4c(c3)OCO4)n2)CC1
43	Cc1cccc(-n2ncc3c2ncn2c(-c4cccnc4)nnc32)c1
44	CCCCn1c(=O)c2c(nc3n(C(C)C)c(C)cn23)n(C)c1=O
45	Cc1ccc(O)c(C(=O)Nc2cccc(-c3ccnc(C)n3)c2)c1
46	O=C(Nc1cccc(-c2ccco2)c1)C1CCN(Cc2cccn2-c2ccccn2)CC1
47	Cc1ccc(CCC(=O)N2CCCc3ccc(S(C)(=O)=O)cc32)o1
48	CCNC(=O)Cn1cnc2c(nnn2CC)c1=O
49	Cc1cc2ccccc2n1CCC(=O)NCc1snnc1C(C)C
50	Nc1ccc(-n2ccc(-c3ccccc3)n2)cn1
screen / no.	41	42	43	44	45	46	47	48	49	50
NPYLR7 agonist	-5	21	3	12	4	8&19	0	0	1	14
mcGAS lum	·	-5	-6	·	·	0	·	·	·	-7
hcGAS inh	-10	2	-4	-6	-7	-6&8	-8	-2	-4	-7

Among those listed so far, these contain a CF3 group:
8	CN(CC1CCCC1)C(=O)C(=O)Nc1cc(C(F)(F)F)c[nH]c1=O
27	CCC1=NN(C(=O)Cc2ccc([N+](=O)[O-])cc2)C(O)(C(F)(F)F)C1 (stereo unspecified)
screen / no.	8	27
NPYLR7 agonist	4	4
mcGAS lum	·	·
hcGAS inh	-8	-3

Other records follow.
51	COC(=O)CC(=O)NC1CCN(c2ccccc2C(=O)N2CCc3ccccc3C2)CC1
52	Cc1cc(OC(=O)CCC2CCCCC2)c([N+](=O)[O-])c(=O)[nH]1
53	CCN(Cc1nccn1Cc1cccc(Cl)c1)C(=O)c1ccco1
54	CCOC(=O)c1c(NC(=O)c2cccc(OC)c2)sc(C(=O)Nc2ccccc2OC)c1C
55	CCC(OC(=O)c1ccc2c(c1)OCO2)C(=O)Nc1cc(C)on1 (stereo unspecified)
56	O=C(c1cccnc1Oc1ccc(Cl)cc1)N1CCCC1c1nnc2c(C(F)(F)F)cccn12 (stereo unspecified)
57	O=C(CCCn1nnnc1CN1CCOCC1)NC(c1ccccn1)C(F)(F)F (stereo unspecified)
58	O=c1cnnc(SCc2cccc(F)c2)[nH]1
59	COc1nc2ccccc2cc1-c1cccc(OC(C)C(N)=O)c1 (stereo unspecified)
60	CC(C)(C#N)c1cc(Cn2cncn2)cc(C(C)(C)C#N)c1
screen / no.	51	52	53	54	55	56	57	58	59	60
NPYLR7 agonist	1	9	19	-6	6	8	1	-1	23	-2&-7&5
mcGAS lum	-6	-9	-5	·	-3	-5	-5	6	-16	-16
hcGAS inh	-8	-4	-5	-7	-14	-4	-2	1	-3	-2&-3&-7

Structural class, those above with a COOH group
3	O=C(O)CCCCc1cc2c(s1)CCCC(=O)N2
38	O=C(O)CN(CC(=O)O)Cc1cc2c(-c3ccccc3C(=O)O)c3cc(CN(CC(=O)O)CC(=O)O)c(=O)cc-3oc2cc1O
screen / no.	3	38
NPYLR7 agonist	-3	·
mcGAS lum	1	-1
hcGAS inh	-4	-3

(cont.)
61	COc1ccc(CN2CCCC2)cc1Oc1cc(C(F)(F)F)cc(C)n1
62	CCOc1ccc(Oc2ccc(NC(=O)CCn3[nH]c(=O)ccc3=O)cc2)cc1
63	O=C(NCc1ccc(N2CCCC2=O)cc1)c1cn(CCN2CCOCC2)nn1
64	CC1=CCC(C(C)(O)COC(=O)/C=C/c2ccccc2)CC1 (stereo unspecified)
65	O=C(NCCNc1nc(-c2ccco2)nc2ccccc12)c1cccc(F)c1
66	CCCc1oncc1C(=O)N1C[C@H]2CC=CC[C@H]2C1
67	Cc1ccc(-n2ncc3c(=O)n(NC(=O)COc4ccccc4)cnc32)cc1
68	CN(Cc1nccn1C)C(=O)c1cccc(NCc2cccs2)c1
69	Cc1ccc(CN(CCc2ccccc2)C(=O)CN(Cc2ccco2)C(=O)c2ccc(Cl)c(Cl)c2)o1
70	O[C@@H]1CN(Cc2cc(F)ccc2-n2cccn2)CC[C@H]1N1CCN(c2ccccn2)CC1
screen / no.	61	62	63	64	65	66	67	68	69	70
NPYLR7 agonist	6	7	14	-11	-3	1	0	9	-14	15
mcGAS lum	-12	·	-7	-9	-6	·	·	·	3	·
hcGAS inh	-4	1	0	-6	-5	-7	-11	0	0	-11

71	CCCCc1ncc(CN2CC[C@H](O)C[C@@H]2C(=O)O)[nH]1
72	CCCc1cc(CN(C)C(=O)CC2(c3ccccc3OC)CC(=O)N(C)C2=O)[nH]n1 (stereo unspecified)
73	CC(=O)Nc1ccc(-c2cn(C(C)Cn3nc(C)cc3C)nn2)cc1 (stereo unspecified)
74	CC1(C)S[C@@H]2[C@H](NC(=O)[C@H](N)c3ccccc3)C(=O)N2[C@H]1C(=O)OC1OC(=O)c2ccccc21 (stereo partly specified)
75	COc1cc(CN(CCC(C)C)CC(O)COCc2ccco2)cc(OC)c1 (stereo unspecified)
76	COc1ccc(N2CCN(C(=O)C3CCCCC3C(=O)N3CCC(O)(c4ccccc4)CC3)CC2)cc1 (stereo unspecified)
77	COc1ccc(CN2CCCn3cccc3C2c2ccc(C)c(C)c2)cc1O (stereo unspecified)
78	CCc1cccc2c(C(CC(=O)N3CCN(c4cccc(C(F)(F)F)c4)CC3)c3ccc4c(c3)OCO4)c[nH]c12 (stereo unspecified)
79	COc1ccc(C)cc1CN(C)C(=O)Nc1cc(C)on1
80	COC(=O)c1ccccc1S(=O)(=O)NC(C)c1ccc(C)o1 (stereo unspecified)
screen / no.	71	72	73	74	75	76	77	78	79	80
NPYLR7 agonist	4	-7	1	13	25	-6	3	-4	-4	2
mcGAS lum	0	·	-20	·	-4	-6	-4	-5	-1	·
hcGAS inh	3	-2	-4	-6	-5	-7	-2	-4	-1	-9

A second format for some results above.
74: CC1(C)S[C@@H]2[C@H](NC(=O)[C@H](N)c3ccccc3)C(=O)N2[C@H]1C(=O)OC1OC(=O)c2ccccc21 (stereo partly specified)
  NPYLR7 agonist = 13
  mcGAS lum = ·
  hcGAS inh = -6
75: COc1cc(CN(CCC(C)C)CC(O)COCc2ccco2)cc(OC)c1 (stereo unspecified)
  NPYLR7 agonist = 25
  mcGAS lum = -4
  hcGAS inh = -5
76: COc1ccc(N2CCN(C(=O)C3CCCCC3C(=O)N3CCC(O)(c4ccccc4)CC3)CC2)cc1 (stereo unspecified)
  NPYLR7 agonist = -6
  mcGAS lum = -6
  hcGAS inh = -7
77: COc1ccc(CN2CCCn3cccc3C2c2ccc(C)c(C)c2)cc1O (stereo unspecified)
  NPYLR7 agonist = 3
  mcGAS lum = -4
  hcGAS inh = -2

Later entries.
81	COc1ccccc1C(=O)N1CCN(c2nccc(-c3ccc4c(c3)OCO4)n2)CC1
82	CN(C)S(=O)(=O)c1ccc(CS(=O)(=O)c2ccccc2F)o1
83	Cc1noc(C)c1CC(=O)N1CCCC(C(=O)Nc2cccc(-c3ccc(F)cc3)c2)C1 (stereo unspecified)
84	CC(C)CN(CC(=O)Nc1nc(CC(=O)O)cs1)C(=O)c1ccco1
screen / no.	81	82	83	84
NPYLR7 agonist	0	-5	-9&3	-2
mcGAS lum	-6	·	-6	-6
hcGAS inh	-2	6	-1&0	-8

Single records (already shown). Screens in order: NPYLR7 agonist | mcGAS lum | hcGAS inh
CCOC(=O)c1c(NC(=O)c2cccc(OC)c2)sc(C(=O)Nc2ccccc2OC)c1C in the list: -6 | · | -7
COc1ccc(CN2CCCC2)cc1Oc1cc(C(F)(F)F)cc(C)n1 in the list: 6 | -12 | -4
